Screening data (PubChem)
ER stress death – protection against thapsigargin ER stress killing – CSM14.1 cells, ATP luminescence, primary screen. CSM14.1 thapsigargin ER stress survival. relative survival (cellular ATP), % at 15 µg/mL (by protocol). 0.33% of 48,000 active. AID 1010, 2008;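 active = survival measured by cellular ATP above 50% at 15 µg/ml in the first screen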;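 also: cell death triggered by about 15 µM thapsigargin; ATP read 24 h after thapsigargin was added; plate controls were thapsigargin with DMSO for no effect and DMSO without thapsigargin for full effect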
Starred values were filed as active, the others as inactive. An excerpt, so the mix of outcomes need not match the whole.

structure,ER stress death
CCOC(=O)c1c(NC(=O)C2CCCO2)sc(C(=O)N(CC)CC)c1C (stereo unspecified),5
O=[N+]([O-])c1cccc(CNC2CCCCC2)c1,8
O=C(NN1C(=O)/C(=C/c2ccc(O)c([N+](=O)[O-])c2)SC1=S)c1ccccc1Cl,-3
Cc1nonc1C(=O)N/N=C/c1ccc2c(c1)OCO2,-1
O=C(N/N=C/c1c(O)ccc2ccccc12)c1cc(-c2cccs2)[nH]n1,-4
CCOc1ccc(N(CC(=O)Nc2cc(C)cc(C)c2)S(C)(=O)=O)cc1,8
CCOC(=O)N1CCN(C2CC(=O)N(c3cccc(Cl)c3)C2=O)CC1 (stereo unspecified),5
COc1ccc(N/N=C(/C#N)C(=N)N2CCOCC2)cc1,-1
CCOc1ccc(OCC)c(C2C3CCCCC=C3C(C#N)=C(N)C2(C#N)C#N)c1 (stereo unspecified),-3
O=C(/C=C/c1ccccc1)Nc1ccc(O)c(-c2nc3ccccc3o2)c1,-6
CC12c3ccccc3C(c3ccccc31)C1C(=O)NNC(=O)C12 (stereo unspecified),10
CCCCOc1ccc(C(=O)NCc2ccc3c(c2)OCO3)cc1,20
CC1(C)Cc2c(sc(/N=C/N3CCCCC3)c2C#N)C(C)(C)N1,-1
COC(=O)C1=C(C)N(C)C(C)=C(C(=O)OC)C1c1ccc(C)c([N+](=O)[O-])c1,0
N/C(=N\OC(=O)c1ccc(Cl)c([N+](=O)[O-])c1)c1ccccc1Cl,2
CN1CCN(C(=O)CCCN2C(=O)/C(=C/c3ccccc3)SC2=S)CC1,-4
O=C(NCc1ccc(Cl)cc1)c1ccc(C#Cc2ccccc2)cc1,6
O=C1C(Cl)=C(N2CCN(c3ccccc3)CC2)C(=O)N1c1cccc(Cl)c1,2
CCNC(=O)c1sc2cc(C)ccc2c1Cl,-1
O=C(COc1ccccc1Cl)Nc1cc(C(F)(F)F)ccc1Cl,-6
C/C(=N\Nc1nnc2c(n1)[nH]c1ccccc12)c1ccc(C)o1,-14
COc1ccccc1CNC(=O)c1cccc(Cl)c1,5
CC(=O)NC12CC3CC(CC(O)(C3)C1)C2,10
Cc1cc(C)c(C(=O)Nc2ccccc2C(N)=O)c(C)c1,4
CC(=O)C1=C(O)C(=O)N(CC2CCCO2)C1c1ccc(C(C)C)cc1 (stereo unspecified),-6
CCOC(=O)c1c(NC(=O)c2ccccc2F)sc(C(=O)Nc2cc(C(F)(F)F)ccc2Cl)c1C,1
Cc1cccc(C(C2=C(O)CC(C)(C)CC2=O)C2C(=O)CC(C)(C)CC2=O)c1 (stereo unspecified),3
CCN=C(Nc1cccc(Cl)c1)SC1CC(=O)N(c2ccc(OCC)cc2)C1=O (stereo unspecified),-3
Cc1cc(Cl)ccc1OC(C)C(=O)NCc1ccc2c(c1)OCO2 (stereo unspecified),0
Cc1cccc(C)c1NC(=O)CSCc1c(Cl)cccc1Cl,6
Cc1cccc(NC(=O)C(=O)NCCCO)c1C,-7
CCOC(=O)C(CCCOc1ccc(F)cc1)C(=O)OCC,2
Cc1onc(-c2c(F)cccc2Cl)c1C(=O)NCc1ccccn1,2
COC(=O)c1ccccc1NC(=O)c1ccccc1C,4
COc1ccc(-c2ccc(/C=C3/C(=O)NC(=O)N(c4ccc(C)cc4)C3=O)o2)c([N+](=O)[O-])c1,2
COc1ccc(N2C(=O)c3cccc4cccc(c34)C2=O)cc1OC,-4
CCOc1ccccc1NC(=O)c1c(NC(=O)CCC(=O)O)sc2c1CCCCC2,-2
Cc1ccc(C(=O)n2c(C)nc3ccccc32)cc1C,9
Cc1ccc(C(=O)Nc2sc3c(c2C(=O)N2CCC(C(N)=O)CC2)CCCC3)cc1,1
Oc1ccccc1C(=S)N1CCCCC1,8

Structures listed so far with a CF3 group (2):
structure,ER stress death
O=C(COc1ccccc1Cl)Nc1cc(C(F)(F)F)ccc1Cl,-6
CCOC(=O)c1c(NC(=O)c2ccccc2F)sc(C(=O)Nc2cc(C(F)(F)F)ccc2Cl)c1C,1

(continued)
structure,ER stress death
CC(NC(=O)COc1ccccc1O)C1CC2CCC1C2 (stereo unspecified),-10
CC(Oc1ccccc1)C(=O)N1CCC(Cc2ccccc2)CC1 (stereo unspecified),8
CCOc1cc(-c2ccc(O)cc2)cc(=O)c2c(C)oc(C)c12,3
O=C1NC(=O)C(=Cc2ccccc2OCc2ccc(Cl)cc2Cl)C(=O)N1,-2
COc1ccc(OC)c(NC(=O)CN(CCc2ccccc2)S(=O)(=O)c2ccc(Cl)cc2)c1,8
COC(=O)C1=C(C)NC2=C(C(=O)c3ccccc32)C1c1ccc(-c2ccc([N+](=O)[O-])cc2C)o1 (stereo unspecified),8
Cc1ccc(S(=O)(=O)N(CC(O)CN2CCOCC2)c2cccc3ccccc23)cc1 (stereo unspecified),-6
O=[N+]([O-])c1cccc(CNC2CCCC2)c1,-6
Nc1nc(-c2ccccc2)cn1/N=C/c1ccc(Cl)cc1Cl,-16
CCCCOC(=O)c1cccc(NC(=O)COc2ccc(C)cc2C)c1,9
O=c1cccc(-c2ccc(Br)cc2)o1,3
Cc1cc(C)c(NC(=O)c2c(-c3ccccc3Cl)noc2C)c(C)c1,-27
O=C(NC(=S)Nc1ccc(NC(=O)c2ccco2)c(Cl)c1)c1ccc(Cl)cc1,-1
O=C1CN(S(=O)(=O)CCOc2ccccc2)CC(=O)N1CCOc1ccccc1,10
CC(=O)N1c2ccc3ccccc3c2C2C=CCC2C1c1ccc(Br)cc1 (stereo unspecified),-5
O=[N+]([O-])c1cccc(S(=O)(=O)Nc2cccc(I)c2)c1,5
COC(=O)/C(=C/C(=O)c1ccc(C)cc1)Nc1ccc(Br)cc1,6
COc1ccccc1N1C(=O)c2ccc(C(=O)c3ccc4c(c3)C(=O)N(c3ccccc3OC)C4=O)cc2C1=O,-2
O=C(Nc1ccccc1[N+](=O)[O-])c1c(-c2cnc3ccccc3c2C(=O)Nc2ccccc2[N+](=O)[O-])cnc2ccccc12,2
CCc1ccccc1NC(=O)C(=O)NCCc1ccc(OC)c(OC)c1,-1
O=C(O)c1cc2cc(OCc3ccccc3)c(OCc3ccccc3)cc2o1,-1
COc1cc(NC(=O)COc2ccc(F)cc2)c(OC)cc1NC(C)=O,9
COc1ccccc1NC(=O)Nc1cccnc1,-11
Cc1csc(NC(=O)c2ccc(Cl)c([N+](=O)[O-])c2)n1,8
O=C(Nc1ccc([N+](=O)[O-])cn1)c1cccnc1,11
CCCC(=O)NC(c1ccc(OC)c(OC)c1)c1c(OC(C)=O)ccc2ccccc12 (stereo unspecified),25
CCOc1ccccc1OCCCCN1CCCC1,-3
COc1cc(CN2CCN(C(=O)CC(C)C)CC2)cc(OC)c1,-6
Cc1cc(/C=N/NC(N)=S)c(C)n1-c1ccc(Cl)cc1,1
COc1ccc(C2NC(=S)NC(C)=C2C(=O)Nc2ccccc2Cl)cc1 (stereo unspecified),9
O=C(NCCCN1CCOCC1)NC1CCCCC1,10
Cc1ccccc1NC(=O)c1c(NC(=O)c2ccc([N+](=O)[O-])cc2)sc2c1CCCC2,6
CC(C)(C)C1CCc2c(sc(NC(=O)c3ccccc3)c2C(N)=O)C1 (stereo unspecified),-1
COc1ccc(NC(=O)c2ccc(CN(c3cc(Cl)ccc3C)S(=O)(=O)c3ccccc3)cc2)c(OC)c1,3
C/C(=N/NC(=O)c1cccnc1)c1cc(O)ccc1O,0
O=C(O)C1CC=CCC1C(=O)N1CCN(c2ccc(F)cc2)CC1 (stereo unspecified),0
CC(=O)N1c2ccccc2NC2=C(C(=O)CC(c3ccccc3)C2)C1c1ccccc1Cl (stereo unspecified),5
O=C(COc1ccccc1Cl)Nc1cc(Cl)ccc1C(=O)O,0
CCn1c2ccccc2c2ccc(/C=N/NC(=O)c3ccc(O)cc3O)cc21,-8
O=C(Nc1ccncc1)c1ccc2c(c1)OCCO2,0

Some values from above:
Result of `Cc1cc(C)c(C(=O)Nc2ccccc2C(N)=O)c(C)c1` under ER stress death: 4
Result of `CC12c3ccccc3C(c3ccccc31)C1C(=O)NNC(=O)C12` (stereo unspecified) under ER stress death: 10
Result of `C/C(=N\Nc1nnc2c(n1)[nH]c1ccccc12)c1ccc(C)o1` under ER stress death: -14
Result of `CCc1ccccc1NC(=O)C(=O)NCCc1ccc(OC)c(OC)c1` under ER stress death: -1
Result of `COc1ccc(OC)c(NC(=O)CN(CCc2ccccc2)S(=O)(=O)c2ccc(Cl)cc2)c1` under ER stress death: 8

The listing continues.
structure,ER stress death
Cc1ccc(OCCNC(=O)c2ccccc2F)cc1,11
O=C(Nc1ccccc1C1CC1)c1ccccc1,-1
O=C(c1cc(F)c(F)cc1Cl)N1CCCC1,0
CCOc1ccccc1N(CC(=O)Nc1cc(OC)ccc1OC)S(=O)(=O)c1ccccc1,3
COC(=O)C1(S(=O)(=O)c2ccc(Cl)cc2)CC1,4
CCCC12C(=O)C(C)(C(c3ccccc3)=C1c1ccccc1)C1C(=O)N(c3cccc(Cl)c3)C(=O)C12 (stereo unspecified),3
CC1=C(C#N)C(=O)NC(=O)/C1=C\c1ccc(-c2cccc(Cl)c2)o1,-4
O=C1/C(=C/c2cccs2)SC(=S)N1CCC(=O)N1c2ccccc2Sc2ccc(Cl)cc21,3
COCCN1C(=O)/C(=C\c2ccc(N(C)C)cc2)C(C(=O)OC)=C1C,0
CCOc1cccc(-c2cc(C(=O)N3CCc4ccccc43)c3ccccc3n2)c1,2
Cc1ccc(-c2ccc(-c3nnc(N)o3)s2)s1,1
COCCN1C(=O)C(=O)/C(=C(/O)c2ccccc2)C1c1ccc([N+](=O)[O-])cc1 (stereo unspecified),2
COc1ccccc1NC(=O)Nc1ncccc1C,-1
Cc1cccc(N2C(=O)c3ccc(-c4nc5ccccc5c(=O)o4)cc3C2=O)c1C,0
OCCN(CCO)c1ccc(C(c2ccc(Cl)cc2)c2ccc(N(CCO)CCO)cc2)cc1,-1
Cc1cc(C)n(-c2ncnc3sc(C)c(C)c23)n1,-12
O=C(CC(c1ccccc1)c1ccccc1)N1CCN(Cc2ccccc2)CC1,9
Cc1cc(OCC(N)=O)ccc1Cl,-2
Cc1ccc(S(=O)(=O)NC(=O)Nc2cc(C(C)C)c(O)c(C(C)C)c2)cc1,9
CCCOC(=O)C(C(=O)OCCC)=C(N)C(Cl)(Cl)Cl,3
COc1ccc(NC(=O)c2c(NC(=O)c3ccccc3)sc3c2CCCC3)cc1,3
Cc1ccc(C2OC3(C(=O)c4ccccc4C3=O)C(c3cccc(Cl)c3)C23C(=O)c2ccccc2C3=O)cc1 (stereo unspecified),13
COC(=O)c1ccccc1-c1ccc(/C=c2\sc3nc4ccccc4n3c2=O)o1,7
COc1cccc(NC2=NS(=O)(=O)c3ccccc32)c1,6
O=c1oc(-c2cccc([N+](=O)[O-])c2)nc2ccc(Br)cc12,-2
COc1ccc(-c2cc(C(=O)Nc3nc(-c4ccccc4)c(C)s3)c3ccccc3n2)c(OC)c1,12
COc1ccccc1OCCSc1nc2ccccc2c(=O)[nH]1,12
CCOC(=O)C1=C(c2ccccc2)N=c2s/c(=C\c3ccc[nH]3)c(=O)n2C1c1cc(OC)ccc1OC (stereo unspecified),-1
CCOC(=O)c1c(C)n(CCc2ccccc2)c2ccc(O)cc12,-2
C=CCc1ccccc1OCc1nnc(N)s1,-3
CN1/C(=C\C(=O)Nc2ccccc2Br)c2ccccc2CC1(C)C,-6
FC(F)(F)c1ccc(/C=N/N2CCN(Cc3ccc(Cl)cc3)CC2)cc1,11
COc1ccc(-c2cc(C(=O)Nc3ncccc3Cl)c3ccccc3n2)cc1OC,1
Cc1ccsc1-c1ncnn1-c1ccc(Cl)cc1,10
Cc1ccc(S(=O)(=O)NCCSc2ccccn2)cc1[N+](=O)[O-],9
COc1ccc(OCC(=O)N/N=C\c2cc(O)c(O)c(Br)c2)c(Br)c1,8
CCOC(=O)c1c(C)oc2ccc(OC(=O)c3cc4ccccc4o3)cc12,1
CCOC(=O)c1c(NC(=O)c2cc(Cl)ccc2[N+](=O)[O-])sc(C(=O)N(CC)CC)c1C,9
O=C(Nc1ccc(I)cc1Cl)c1ccc(OCc2ccccc2)cc1,7
CCOC(=O)c1c(NC(=O)COc2ccccc2)sc2c1CCN(C(=O)OCC)C2,20

Quoted at random: 4 records from the list.
structure,ER stress death
O=C(Nc1ccc(I)cc1Cl)c1ccc(OCc2ccccc2)cc1,7
CCOC(=O)c1c(C)oc2ccc(OC(=O)c3cc4ccccc4o3)cc12,1
COc1ccc(-c2cc(C(=O)Nc3ncccc3Cl)c3ccccc3n2)cc1OC,1
CCOC(=O)c1c(NC(=O)COc2ccccc2)sc2c1CCN(C(=O)OCC)C2,20

Additional records follow:
structure,ER stress death
O=C1/C(=C/C=C/c2ccccc2)SC(=S)N1CCS(=O)(=O)O,-3
Cc1cc(C)nc(SCC(=O)Oc2ccc3c(C)cc(=O)oc3c2)n1,9
COc1ccc2c(c1OC)C(=O)N(c1ccccc1C)C2=O,8
O=C(Cc1ccccc1)Nc1ccc(Cl)cc1C(=O)O,2
COc1cc(NC(=O)c2cccc3c(Br)cccc23)ccc1NC(=O)c1ccco1,2
NC(=O)c1cc(S(=O)(=O)N2CCOCC2)ccc1Cl,5
COc1ccc(-c2nnc(Nc3ccc(C)cc3)c3ccccc23)cc1,9
COc1ccc(CCNC(=O)C(=O)Nc2ccc(OC)cc2)cc1,8
Cc1onc(-c2ccccc2)c1C(=O)NCCC(c1ccccc1)c1ccccc1,5
CN1CC(CO)O/C1=C(C#N)\C=C1\Nc2ccccc2C1=O (stereo unspecified),5
O=C1/C(=C\c2cccc(C(F)(F)F)c2)SC(=S)N1Cc1ccccc1,12
COc1ccc(-c2nnc(N)s2)cc1OC,2
N/C(Cc1ccc([N+](=O)[O-])cc1)=N\OC(=O)C(c1ccccc1)c1ccccc1,-3
Cc1cccc(/C=N/N2CCN(Cc3ccc(Cl)cc3)CC2)c1,8
